M. tuberculosis GlmU = inhibition of mycobacterial GlmU enzyme – biochemical, glucosamine-1-phosphate acetyltransferase (AID 1376). M. tuberculosis GlmU acetyltransferase enzyme assay; higher % means a stronger effect. inhibition, %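 (tested at 30 µM in the primary screen)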, or IC50 in µM where a hit was titrated. 0.25% of 220,000 active; in the data active = inhibition above about 13%;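 note: 0% = complete reaction with vehicle and 100% = reaction without substrate; strong numbers were not always called active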
Mtb RmlCD inh = inhibitors of Mycobacterium tuberculosis RmlC and RmlD coupled enzymes. P9WH09+P9WH11. AID 1533. 0.03% of 160,000 active. RmlC+RmlD coupled enzyme assay, percent inhibition; primary screen in compound mixtures. inhibition, % at 3.6 µM; in the data active = inhibition mostly above about 34%, no sharp cut-off; note: some results filed as inactive read as strong as hits
Target sequence (P9WH09 whole entry, looked up): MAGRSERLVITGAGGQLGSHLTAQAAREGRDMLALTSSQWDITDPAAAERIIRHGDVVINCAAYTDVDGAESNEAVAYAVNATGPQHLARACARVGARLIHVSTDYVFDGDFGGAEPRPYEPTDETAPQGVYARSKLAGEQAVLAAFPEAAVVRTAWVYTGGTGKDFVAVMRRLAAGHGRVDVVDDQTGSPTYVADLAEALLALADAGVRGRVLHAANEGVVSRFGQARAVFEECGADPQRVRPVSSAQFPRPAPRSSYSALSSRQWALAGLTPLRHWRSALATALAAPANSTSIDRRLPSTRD
Target sequence (P9WH11 whole entry, looked up): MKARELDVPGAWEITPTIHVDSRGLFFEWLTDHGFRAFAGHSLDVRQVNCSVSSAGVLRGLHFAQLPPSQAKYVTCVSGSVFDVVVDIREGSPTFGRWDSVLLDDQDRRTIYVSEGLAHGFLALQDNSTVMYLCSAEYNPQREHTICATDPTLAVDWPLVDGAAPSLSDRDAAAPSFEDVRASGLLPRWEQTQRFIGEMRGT
Starred values were filed as active, the others as inactive; . = not tested or not shown. Some of the compounds tested; rates above refer to the full screens.

| structure | M. tuberculosis GlmU | Mtb RmlCD inh |
| --- | --- | --- |
| Cc1ccc(CN2CCN(C(=O)C3CCCO3)CC2)cc1 (centres undefined) | -5.8% | -5.7 |
| O=C/C(=C\Nc1ccc(S(=O)(=O)CCO)cc1)c1nc2cc(Cl)ccc2o1 | 1.5% | 4.5 |
| O=C(Nn1cnnc1)c1cc2cc(Br)ccc2oc1=O | 6.8% | . |
| NC(=S)Nc1ccc(Oc2ccc(NC(N)=S)cc2)cc1 | -3.4% | . |
| CN1CCN(S(=O)(=O)c2ccc(-c3ccccc3)cc2)CC1 | -4.2% | 7.8 |
| CCn1nnc(NC(=O)c2ccc([N+](=O)[O-])o2)n1 | 4.2% | . |
| COC(=O)N1CC(C)N(C(=O)OC)CC1C (centres undefined) | -0.3% | . |
| CCOC(=O)/C(=N\Nc1ccc(C(C)=O)cc1)c1csc(Nc2ccccc2)n1 | -8.1% | 2.1 |
| C[C@H]1C[C@H]2[C@@H]3CCC4=CC(=O)C=C[C@]4(C)[C@@]3(Cl)[C@@H](O)C[C@]2(C)[C@@]1(O)C(=O)CO | 3.2% | . |
| CN(C(=O)C1CCN(S(=O)(=O)c2cccs2)CC1)c1ccccc1 | 2.8% | -13.0 |
| Cc1csc2ncnc(N3CCN(C(=O)Nc4ccc(OC(F)(F)F)cc4)CC3)c12 | -7.9% | 14.0 |
| CCN(CC)CCn1c(NCc2nc3ccccc3n2Cc2ccccc2)nc2ccccc21 | 2.4% | -1.5 |
| Cc1cc(C)cc(NC(=O)CSc2nnc(CNC(=O)c3cccs3)o2)c1 | 0.6% | -13.4 |
| COc1ccc(N2CCN(C(CNC(=O)C(=O)NCc3cccnc3)c3ccco3)CC2)cc1 (centres undefined) | 0.6% | -4.5 |
| OCCNC(=S)NCc1ccccc1 | 9.7% | 9.9 |
| CC1CC(C)CN(S(=O)(=O)c2ccc(C(=O)Nc3sccc3C(N)=O)cc2)C1 (centres undefined) | 6.7% | 10.3 |
| Cc1ccc(C)c2sc(NC(=O)CN3C(=O)CCC3=O)nc12 | -0.1% | 8.8 |
| COc1ccc(CN(C2CCCC2)S(=O)(=O)c2ccc(-n3cnnn3)cc2)cc1 | -2.0% | 4.8 |
| N#CC1=C(SCC(=O)NC2CC2)NC(=O)C(C#N)C12CCCCC2 (centres undefined) | 1.7% | -11.4 |
| COc1ccc(OC)c(N/C=C/C(=C(C#N)C#N)N(C)C)c1 | -4.8% | . |
| Nc1ccc(C(=O)N/N=C/c2sc(N3CCOCC3)nc2-c2ccccc2)cc1 | -0.7% | -41.8 |
| CCOC(=O)c1ccc(-c2ccc(C3Nc4ccccc4C(=O)N3O)o2)cc1 (centres undefined) | 7.5% | . |
| CCCCNC(=O)OCCNC(=O)NC | -1.3% | . |
| COc1ccc(S(=O)(=O)N(CC(=O)NC2CC2)c2ccc(C)cc2)cc1 | -6.1% | . |
| O=C(O)c1ccc2c(c1)C(=O)N(Cc1ccc3c(c1)OCO3)C2=O | 5.9% | 4.2 |
| O=C(NNC(=O)c1cc(OCC(F)(F)F)ccc1OCC(F)(F)F)c1cccc(C(F)(F)F)c1 | -2.3% | 10.3 |
| O=C(CC1NCCN(Cc2ccccc2)C1=O)Nc1ccccc1 (centres undefined) | 0.4% | -2.2 |
| CCOc1ccc(-c2csc(NC(=O)CSC3=NC(=O)CN3C(C)=O)n2)c2ccccc12 | 1.2% | 17.1 |
| CN(NS(=O)(=O)c1ccc(Cl)cc1)c1nc(C(F)(F)F)nc2ccccc12 | . | 55.3 |
| Cc1cc(C)c(C)c(S(=O)(=O)NCc2ccc(C(=O)N3CCCC3)cc2)c1C | 1.2% | . |
| C=C(C)CSc1nnc2n(C)c(=O)c3c4c(sc3n12)CCC4 | 0.7% | . |
| COc1ccc(-c2nnn(CC(=O)N3CCOCC3)n2)cc1 | -1.1% | 11.9 |
| Cc1cccc(C=Nc2ccccc2C(N)=O)c1 | 1.3% | -1.0 |
| COC(=O)c1ccccc1NC(=O)c1ccnn1C | -2.4% | 13.0 |
| CCOC(=O)c1cnn(CCOC(=O)c2cccc(F)c2)c1NC(=O)c1cccc(F)c1 | 1.3% | -1.5 |
| Nc1c2c(nc3ccn(Cc4ccccc4)c(=O)c13)CCC2 | 0.1% | 8.3 |
| CCOc1cc(NC(=O)c2ccco2)c(OCC)cc1NC(=O)Cc1cccc(OC)c1 | 3.3% | -3.7 |
| COc1ccc2c(c1)CCc1c(C(=O)NCCCn3ccnc3)noc1-2 | 1.4% | 4.7 |
| COc1cc(CN2CCN(S(=O)(=O)c3ccc(F)cc3)CC2)cc(OC)c1OC | 0.2% | . |
| COc1cccc(C2C(C#N)=C(N)OC3=C2C(=O)CC(c2ccco2)C3)c1OCc1ccc(F)cc1 (centres undefined) | 0.1% | -17.2 |
| CC(C)N(C)CCOC(=O)c1ccccc1Br | 1.6% | -11.3 |
| O=C(/C=C/c1ccc(-c2ccccc2[N+](=O)[O-])o1)c1ccco1 | 0.9% | 4.9 |
| COc1ccc(CNC(=O)C2CC(=O)N(c3ccc(OCC(=O)N4C(C)CCCC4C)cc3)C2)cc1 (centres undefined) | 0.8% | . |
| Oc1ccccc1/C=N/Nc1nn[nH]n1 | -3.2% | . |
| CCS(=O)(=O)CCSC(=N)N | -2.0% | . |
| CC(=O)Nc1ccc(S(=O)(=O)N2CC3(C)CC2CC(C)(C)C3)cc1 (centres undefined) | -3.0% | 1.3 |
| CCOC(=O)c1c(N)sc2c1CCC(CC)C2 (centres undefined) | 1.3% | . |
| COc1ccccc1CN(Cc1nc2ccccc2c(=O)[nH]1)S(=O)(=O)c1ccc(C)cc1 | 6.5% | 15.0 |
| CC1CN(C(=O)/C(C#N)=C2\N=C(NC(=O)c3ccccc3Cl)c3ccccc32)CC(C)O1 (centres undefined) | 0.0% | 8.7 |
| Cc1ccc(Cn2ccnc2C(=O)Nc2ccccc2)cc1 | -5.6% | 5.3 |
| Cc1[nH]c(=S)[nH]c(=O)c1CCOc1ccccc1 | 1.1% | -7.7 |
| Cc1ccc(NC(=O)c2cc(-c3ccccc3)nn2-c2ccccc2)c(Br)c1 | -2.0% | -10.4 |
| O=C(CNC(=O)c1ccc(Cl)cc1)OCC(=O)N1CCCC1 | -5.2% | 8.2 |
| CCCC(=O)NC(=S)Nc1cccc(NC(=O)c2ccccc2)c1 | 2.1% | -9.5 |
| Cn1c(N)c(C(=O)Nc2c(Cl)cccc2Cl)sc1=S | 0.8% | -16.7 |
| Cc1ccsc1-c1nc(CN2C[C@@H](C)O[C@@H](C)C2)c(C)o1 | -0.1% | . |
| COc1ccc(CC(=O)NCCC2=CCCCC2)cc1 | -4.0% | . |
| COc1ccccc1Nc1nc(NCCO)nc(N)c1[N+](=O)[O-] | -2.5% | -14.9 |
| CC(C)S(=O)(=O)C1=NSC2=NC(=O)/C(=C\c3ccc(-c4ccccc4)o3)C(=N)N21 | 4.8% | 2.2 |
| O=C(Nc1ccc(OC(=O)c2cccnc2)cc1)c1cccnc1 | -0.3% | . |

(cont.)
canonical_smiles	M. tuberculosis GlmU	Mtb RmlCD inh
O=C(NCCCCCCCCCNC(=O)C(F)(F)F)C(F)(F)F	2.1%	3.9
O=C(CCSCCC(=O)Nc1c(F)c(F)c(F)c(F)c1F)Nc1c(F)c(F)c(F)c(F)c1F	-0.1%	6.4
O=C(NC1CCCCCC1)c1cc(S(=O)(=O)N2CCC3(CC2)OCCO3)ccc1F	3.9%	-3.3
COCC(C)n1c(C)cc(C(=O)COC(=O)CCc2nc3ccccc3c(=O)[nH]2)c1C (centres undefined)	-3.6%	-6.2
O=C(CCNS(=O)(=O)c1cccc2nsnc12)NC1CCN(Cc2ccccc2)CC1	-3.4%	-7.5
O=Cc1c(Sc2ccccc2)nc2ccccn2c1=O	0.8%	.
COc1ccc(C(C)=O)cc1COC(=O)c1ccc(S(=O)(=O)N2CCOCC2)cc1	8.0%	5.6
O=C(CSc1nnnn1C1CCCCC1)NNC(=O)c1ccco1	7.0%	-7.2
CN1CCCN(C(=O)/C=C/c2ccc(Cl)cc2Cl)CC1	-6.5%	65.8
O=C(O)c1cc(-c2cc3ccccc3o2)nn1-c1ccccc1	-0.1%	.
CCCCc1c(C)nc2ccc(Br)cc2c1SCCC#N	-4.5%	-0.2
O=C(NCc1nc2ccccc2[nH]1)C1=C[C@@H](c2ccc(Br)cc2)C[C@@H](OCc2ccc(CO)cc2)O1	3.9%	.
Cc1cc(C(=O)Nc2cc(C(C)(C)C)on2)c(C)o1	2.6%	.
Cc1cccc(C(=O)Nc2cc(=O)n(C)c(=O)n2C)c1	1.6%	7.3
C[C@@H]1NC(=O)/C(=C\c2ccccc2Cl)NC1=O	-4.8%	-7.1
O=C(Nc1nnc(-c2ccccc2F)s1)Nc1ccccc1F	1.0%	.
O=C(/C=C/c1ccco1)Nc1sc2c(c1C(=O)O)CCC2	8.5%	.
CCOC(=O)c1[nH]c2cc(OC)c(OC)cc2c1NC(=O)c1ccc2c(c1)OCO2	17.8%*	-3.6
CCn1cc(C(=O)NCC2COc3ccccc3O2)c2cc(OC)c(OC)cc2c1=O (centres undefined)	-2.8%	-4.6
Cc1sc2nc(CN3CCOCC3)nc(NS(=O)(=O)c3ccccc3)c2c1C	1.5%	3.1
COC(=O)N/N=C\c1ccc(-c2cc(Cl)c(Cl)cc2Cl)o1	6.7%	-11.2
Cc1nn(C)cc1-c1n[nH]c(=S)n1-c1ccc(F)cc1	8.6%	.
Cc1ccc(S(=O)(=O)C2(C(=O)O)CCCC2)cc1C	0.4%	.
CSc1nc2sc3c(c2c(=O)n1C1CCCCC1)CCN(C)C3	-4.8%	.
Cc1ccc(CCCOC(=O)C[N+]2(C)CCCC2)cc1	-1.1%	.

6 compounds picked at random from the list so far:
canonical_smiles	M. tuberculosis GlmU	Mtb RmlCD inh
O=C(CCNS(=O)(=O)c1cccc2nsnc12)NC1CCN(Cc2ccccc2)CC1	-3.4%	-7.5
COc1ccc(C(C)=O)cc1COC(=O)c1ccc(S(=O)(=O)N2CCOCC2)cc1	8.0%	5.6
CN1CCCN(C(=O)/C=C/c2ccc(Cl)cc2Cl)CC1	-6.5%	65.8
Cc1ccc(CCCOC(=O)C[N+]2(C)CCCC2)cc1	-1.1%	.
Cc1sc2nc(CN3CCOCC3)nc(NS(=O)(=O)c3ccccc3)c2c1C	1.5%	3.1
O=C(/C=C/c1ccco1)Nc1sc2c(c1C(=O)O)CCC2	8.5%	.

Following part
canonical_smiles	M. tuberculosis GlmU	Mtb RmlCD inh
CCOc1ccc(C(=O)CSc2nnc(N)s2)cc1	1.1%	-9.3
COc1cc2c(cc1OC)CN(CC(=O)Nc1ccc(C)cc1)CC2	1.4%	9.7
CC(C)CNS(=O)(=O)c1cc(C(=O)N2CC(C)OC(C)C2)c(Cl)cc1Cl (centres undefined)	-3.0%	.
O=C(NC(=S)Nn1cnnc1)c1cccc(Br)c1	3.6%	.
COC(=O)c1ccc(COC(=O)c2ccc(S(=O)(=O)N3CCC(C)CC3)cc2)o1	-0.1%	.
Cc1ccc(S(=O)(=O)N2CCCCC2)cc1NC(=O)CN1C(=O)CN(C)C1=O	2.1%	7.2
Cc1ccc(CNC(=O)C2CCN(S(=O)(=O)c3cnc[nH]3)CC2)cc1	1.0%	-4.6
O=C(Nc1nnc(-c2ccco2)o1)C1CCCCC1	-0.9%	1.7
Cc1ccc2cc3c(N)[nH]nc3nc2c1	-1.4%	12.7
Nc1c(C(=O)NCc2ccco2)c2nc3ccccc3nc2n1CCN1CCCCC1	-5.9%	18.6
CCN1C(=O)C(CC(=O)Nc2ccc(Cl)cc2)N(NC(=O)c2ccncc2)C1=S (centres undefined)	2.7%	.
Cc1ccc2[nH]c(=O)c(CN(Cc3cccs3)Cc3nnnn3Cc3ccccc3)cc2c1	0.1%	-17.3
CCC(=O)N1CC2(c3ccccc3)CN(C(=O)CC)CC(c3ccccc3)(C1)C2=O	-1.7%	-3.0
CCNC(=S)N1CCCCC1CO (centres undefined)	0.4%	.
O=C(/C=C/c1ccc([N+](=O)[O-])cc1)Nc1ncc([N+](=O)[O-])s1	-0.4%	-9.5
C/C(=N\NC(=O)c1nc2ccccn2c1C)c1cccc([N+](=O)[O-])c1	-1.2%	.
COc1cccc(NC(=O)N2CCN(c3nc(-c4cccc(OC)c4)cs3)CC2)c1	-0.7%	.
Oc1ccc(N=Nc2ccc3c(c2)OCCO3)c2ncccc12	-2.2%	0.5
Cc1nnc(SCCCn2c(N3CCN(c4ccccc4)CC3)nc3c2c(=O)[nH]c(=O)n3C)s1	-4.3%	-5.7
COc1ccc(Nc2c(-c3ccco3)nc3cccc(C)n23)cc1	5.1%	-1.4
CC1(C)C2CCC1(CS(=O)(=O)NC1CCCC1)C(=O)C2 (centres undefined)	2.4%	3.7
COc1ccc(/C=N/NC(=O)c2ccc(N(C)S(=O)(=O)c3ccccc3)cc2)c(OC)c1	0.9%	8.7
CCOC(=O)c1ccc(-n2c(CN3CCC(O)CC3)nc3ccc([N+](=O)[O-])cc3c2=O)cc1	8.7%	2.1
COC(=O)CC1C(=O)NCCN1C(=O)c1ccc(S(=O)(=O)N2CCOCC2)cc1 (centres undefined)	-1.3%	-12.8
COc1cccc2nc3cc(C)c(C)cc3nc12	-0.2%	.

A portion of the results above:
canonical_smiles	M. tuberculosis GlmU	Mtb RmlCD inh
CCOC(=O)c1ccc(-n2c(CN3CCC(O)CC3)nc3ccc([N+](=O)[O-])cc3c2=O)cc1	8.7%	2.1
COC(=O)CC1C(=O)NCCN1C(=O)c1ccc(S(=O)(=O)N2CCOCC2)cc1 (centres undefined)	-1.3%	-12.8
COc1cccc2nc3cc(C)c(C)cc3nc12	-0.2%	.

The results go on:
canonical_smiles	M. tuberculosis GlmU	Mtb RmlCD inh
O=C(Nc1ccc(Cl)cc1)c1ccc2c(c1)S(=O)(=O)c1ccccc1C2=O	0.6%	.
CCn1cc(C(=O)NCCc2ccccc2)c(=O)c2cc(S(=O)(=O)N3CCCC3)ccc21	1.4%	-3.2
CC(C)C1NC2(C(=O)c3ccccc3C2=O)C2C(=O)N(c3ccc(F)cc3)C(=O)C12 (centres undefined)	4.4%	.
N/C(=N\OC(=O)Nc1ccc(Cl)cc1)c1ncc(C(F)(F)F)cc1Cl	1.3%	98.7

Bioassay records (PubChem)
